Screens (PubChem)
Pf Dd2 inh: blocks in vitro growth of P. falciparum Dd2 | P. falciparum Dd2 growth, SYBR Green, 72 h | Potency, µM (highest dose often 28.9 µM), inactives show at the highest dose activity, negative = inhibition, usual class: inhibitors | 120,000 compounds, 4.3% hits | AID 1347417; active means well fitted inhibition curve with a large enough effect; inconclusive means small, poorly fitted or top-dose-only effect; inactive means no such curve, though single readings can be large or run the other way;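 further: plate controls were DMSO vehicle for no effect and reference drug for full effect; nearly all actives have a fitted effect of over 65% in size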
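Infected erythrocytes (Dd2, 0.3% parasitemia, 2.5% hematocrit final) are added to compound in RPMI-1640/Albumax II medium, grown 72 h at 37C in low oxygen, then lysed with saponin/Triton-X containing SYBR Green and read by fluorescence.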
An asterisk follows results filed as active; i = inactive; ? = inconclusive; [ ] = another dose, or the depositor's remark. Potency means the concentration at half of the fitted maximal effect.

Preview (5 entries):
SMILES | Pf Dd2 inh
CCOc1ccc(CN2CCN(c3ncnc4[nH]ccc34)CC2CCO)cc1 (configuration not stated) | -3%
CC(C)NC(=O)N1C[C@@H](Oc2ccccc2)C[C@@H]1C(=O)N1CCOCC1 | i
CCc1ccc(C(=O)NCc2nnc3cc(-c4nc(C(C)C)no4)ccn23)cc1 | ?
CC1(C)O[C@H]2[C@@H](O1)[C@@H](C(=O)Nc1ccccc1O)O[C@@H]1OC(C)(C)O[C@@H]12 | 17%
COc1ccc(-n2c(=O)c3c(c4cc(OC)ccc4n3C)n(CCC(C)C)c2=O)cc1 | -1%

This part in full (from the top)
SMILES | Pf Dd2 inh
CCOc1ccc(CN2CCN(c3ncnc4[nH]ccc34)CC2CCO)cc1 (configuration not stated) | -3%
CC(C)NC(=O)N1C[C@@H](Oc2ccccc2)C[C@@H]1C(=O)N1CCOCC1 | i
CCc1ccc(C(=O)NCc2nnc3cc(-c4nc(C(C)C)no4)ccn23)cc1 | ?
CC1(C)O[C@H]2[C@@H](O1)[C@@H](C(=O)Nc1ccccc1O)O[C@@H]1OC(C)(C)O[C@@H]12 | 17%
COc1ccc(-n2c(=O)c3c(c4cc(OC)ccc4n3C)n(CCC(C)C)c2=O)cc1 | -1%
CCOc1cccc(CC(=O)Nc2ccc3nc(N4CCCCC4)cc(C)c3c2)c1OCC | ?
CCNC(=O)NC1(CCOC)CCN(C(=O)c2ccoc2)CC1 | -8%
COc1ccc(CN2CCC3(CC2)OC(=O)N(Cc2ccccc2C#N)C3(C)c2ccccc2)cc1O (configuration not stated) | -16%
CSc1cccc(NC(=O)Cn2nc3n(c2=O)CCCCC3)c1 | 20%
CCN1c2cc(C(=O)NCc3ccccc3C(F)(F)F)ccc2C(=O)N2CCCCCC21 (configuration not stated) | ?
O=C(Cc1cccc(F)c1)Nc1ccc2ncnc(N3CCCCC3)c2c1 | -14%
Cc1ncc2c(c1CNC(=O)c1ccccc1F)CCN(C(=O)Cc1cccc(F)c1)C2 | ?
O=C(c1cnccn1)N1CCC(Cc2nc(C3CCOCC3)no2)CC1 | 75%[activator]
CCc1ccc(NC(=O)CSc2nnc3[nH]c(=O)cc(-c4ccccc4)n23)cc1 | i
COc1cccc(CN2CCCC3(C2)NC(=O)c2ccccc2O3)c1 (configuration not stated) | 16µM*
CCOC(=O)c1cccc(NC(=O)CCc2c(C)nc3cc(-c4ccc(Cl)cc4)nn3c2C)c1 | i
COC(=O)c1ccc(-n2c(/C=C/c3cc(OC)c(OC)c(OC)c3)nc3cc(Cl)ccc3c2=O)cc1 | 49%[activator]
CCOc1ccccc1NC(=O)CC1CCCN(c2cnn(CC3CC3)c(=O)c2)C1 (configuration not stated) | ?
CCc1cc(=O)n(CC(=O)NCc2cccc(OC)c2)c(N2CCOCC2)n1 | i
Cc1cn2nc(C(=O)N3CCC(NC(=O)COc4ccc(F)cc4)CC3)cc2c(=O)[nH]1 | ?
COc1ccc(CN2C(=O)[C@@H]3C[C@@H](CN3C(C)C)Oc3ccccc32)cc1 | 26%[44.1 µM]
COc1ccc(NCc2cccn2-c2nnc(N3CCC(C)CC3)s2)c(OC)c1 | 11µM*
COCC(=O)NC1CCC12CCN(C(=O)CCC1CCCC1)CC2 (configuration not stated) | -24%
COc1ccccc1CNC(=O)c1cc(Sc2cccc(Cl)c2)nc2ccccc12 | 14%
Cc1ccc(C(=O)NC2CCCN(c3nc4ncccc4o3)C2)cc1 (configuration not stated) | -10%[44.1 µM]
CCOC(=O)C1(Cc2ccccc2Cl)CCN(Cc2cccnc2)CC1 | ?
CCN1c2cc(C(=O)Nc3cccc(C)c3)ccc2C(=O)N2CCCC21 (configuration not stated) | -6%
O=C(C[C@@H]1O[C@H](CNC(=O)Nc2ccccc2)[C@@H](O)[C@H]1O)NC1CC1 | 26%[44.1 µM]
COC(=O)[C@@H]1Cc2c([nH]c3ccccc23)[C@@H]2C[C@@H](NCCNC(C)=O)C[C@@H](c3cccc(Cl)c3)N12 | 11µM*
O=C(Nc1ccccc1F)N1CC(c2nnc(-c3ccncc3)o2)C2(CCOCC2)C1 (configuration not stated) | -5%
CCN(c1ncnc2c1cnn2-c1cccc(Cl)c1)C1CCCCC1 | i
CC1=C(C(=O)OCC(C)C)C(c2ccc(OCc3ccccc3)cc2)N2C(=O)CCSC2=N1 (configuration not stated) | -2%
CCC(CC)C(=O)Nc1nnc(S(=O)(=O)N2CCc3ccccc32)s1 | 11%
O=C(CN1C(=O)NC(c2ccc(Cl)cc2)C2=C1COC2=O)Nc1cc(F)ccc1F (configuration not stated) | ?
CCOC(=O)C1=CN(CC(=O)NC(C)CCc2ccccc2)S(=O)(=O)N=C1C (configuration not stated) | i
O=C1CCC2(CCN1CC1CC1)CCN(C(=O)c1ccc3c(c1)OCO3)CC2 | ?
CC(=O)NC[C@H]1C[C@@H]2CCN1C[C@@H]2c1cc(-c2cccs2)nn1C | -21%[44.1 µM]
CCCSc1nnc2c(n1)OC(c1sccc1C)Nc1ccccc1-2 (configuration not stated) | 7%
CCc1ccc(C(=O)N2CCC([C@@H]3CNC[C@H]3CO)CC2)cc1 | -6%
COc1cccc(C(=O)N[C@@H]2CN(c3ncccn3)C[C@H]2CN(C)C)c1 | -2%
CC(=O)N[C@@H]1CN(C(=O)c2csc(-c3cccnc3)n2)C[C@H]1C(C)C | -5%
CS(=O)(=O)N1CCCN(C(=O)C2CCC2)CCNC(=O)CC1c1ccccc1 (configuration not stated) | -15%
COCCN1Cc2ccc(Nc3ccc(OC)cc3)nc2C(C)(C(=O)NCC2CC2)C1 (configuration not stated) | i
O=c1[nH]c(C2CCN(Cc3cccc4ccccc34)CC2)nn1Cc1ccccc1 | ?
CC(=O)N1Cc2ccccc2CC2(CCCN2Cc2ccccn2)C1 (configuration not stated) | -11%
CCc1nc2c(c(-c3ccc(OC)cc3)n1)CCN([S+](=O)([O-])c1ccccc1)CC2 | ?
CCC1=C(c2ccc(C)cc2)S(=O)(=O)N=C1N1CCC(C(=O)NCc2ccc(N(C)C)cc2)CC1 | ?
CCC(CC)C(=O)Nc1cccc(-c2nc3cccnc3s2)c1 | -20%
Cc1ccc(NC(=O)N2CCc3c(sc4c3CCCC4)C2c2ccccc2)cc1F (configuration not stated) | ?
Cc1cc(C)c(S(=O)(=O)NCc2csc(-c3ccccc3)n2)c(C)c1 | 4%
More records:
SMILES | Pf Dd2 inh
COc1ccccc1-c1cc(-c2c(C)noc2C)cc2c1C(=O)N(C)C2 | ?
CCOC(=O)Cn1c(=O)n(C2CCCCC2)c2nc(-c3c(F)cccc3Cl)nc(C(N)=O)c21 | ?
CN(C)C[C@@H]1CN(C2CCOCC2)C[C@H]1N | 53%[activator]
O=C(CN1C(=O)NC2(CCOCC2)C1=O)NC1CCc2ccccc21 (configuration not stated) | 60%[activator]
COC(=O)C1=C(C)N=C2SC=C(CC(=O)NCc3cccc(F)c3)N2C1c1ccccc1OC (configuration not stated) | -7%
COCCCNc1ncccc1-c1cc(-c2ccccc2)nc2c(C)noc12 | i
COCC(=O)N[C@H]1C[C@@H](c2nc(-c3ccncc3)no2)N(C)C1 | -17%[44.1 µM]
COc1ccc(Cl)cc1S(=O)(=O)NC1CCc2n[nH]c(=O)n2CC1 (configuration not stated) | 5%
CC(c1ccc(-c2cc(N)ncn2)cc1)N1CCCCC1 (configuration not stated) | -1%
CCCNC(=O)O[C@@H]1CC[C@]2(C)[C@H](CC[C@@H](O)[C@H]2CC(=O)N2CCCC2)[C@]1(C)CO | 0%[44.1 µM]
O=C(c1ccccc1F)N1CCn2c(nn(-c3ccncc3)c2=O)C1 | 12%[44.1 µM]
Cc1ccc(CN(C(=O)COc2ccc([N+](=O)[O-])cc2)c2ccccn2)o1 | 13%
Fc1ccc(-n2ncc3c(NCCCc4ccccc4)ncnc32)cc1 | i
COc1ccc2oc(=O)c(-c3nc(-c4ccc(C)c(C)c4)cs3)cc2c1 | 39%[activator]
N#Cc1cccc(CN2CCc3c(n(Cc4cccnc4)n(CCc4ccccc4)c3=O)C2)c1 | -16%
O=C(NCC(F)F)c1nc2sccn2c1Br | 13%[44.1 µM]
COC[C@@H]1CN(C(=O)Cn2cc(C)cn2)C[C@H]1c1nc(C2CC2)no1 | 34%[activator]
Cc1ccc(C(=O)N2CC[C@H]3NC(=O)N(c4ccc(F)cc4)C(=O)[C@H]32)cc1 | 8%[44.1 µM]
CCc1nc2c(c(-c3ccc(O)cc3)n1)CCN(Cc1cccnc1)CC2 | i
COc1cccc(NC(=O)N(Cc2cn(C)c3ccccc23)C2CCCCCC2)c1 | 6.3µM*
CCOc1ccc(S(=O)(=O)NCCc2c(C)[nH]c3c(Cl)cccc23)cc1C | -20%
O=C(c1ccc(C(F)(F)F)cc1)N1CCC2(CC1)CC(c1cccnc1)=NO2 | ?
COc1ccccc1C(=O)N1CCc2nnc([C@@H]3C[C@@H](O)CN3C)n2CC1 | 3%
CC(=O)Nc1ccc(CN2CCC3(C2)NC(=O)c2ccccc2O3)cc1 (configuration not stated) | i
COc1ccc(S(=O)(=O)c2c(Nc3ccc(C)cc3C)sc(C(=O)c3ccc(F)cc3)c2N)cc1 | 11µM*
CN(CC(=O)N1CCN(CCO)CC(O)C1)Cc1ccccc1F (configuration not stated) | 1%
COc1ccc(CCNc2nc3c(-c4cccc(F)c4)nnn3c3ccccc23)cc1OC | 7%
Cc1ccc(-n2c(C3CCN(C(=O)CCC4CCCC4)CC3)n[nH]c2=O)cc1 | -22%
CC(C)CNC(=O)CC(c1cccc(F)c1)c1cn(C)c2ccccc12 (configuration not stated) | -24%
O=C(NCC1CN(C(=O)Cc2ccc(Oc3ccccc3)cc2)CC12CN(c1ccccc1)C2)c1cccnc1 (configuration not stated) | -4%

Look-ups from above:
Pf Dd2 inh, CCOc1ccc(S(=O)(=O)NCCc2c(C)[nH]c3c(Cl)cccc23)cc1C stands at -20%
Pf Dd2 inh, COc1ccc(S(=O)(=O)c2c(Nc3ccc(C)cc3C)sc(C(=O)c3ccc(F)cc3)c2N)cc1 stands at 11µM*
Pf Dd2 inh, COc1ccccc1C(=O)N1CCc2nnc([C@@H]3C[C@@H](O)CN3C)n2CC1 stands at 3%
Pf Dd2 inh, CN(CC(=O)N1CCN(CCO)CC(O)C1)Cc1ccccc1F (configuration not stated) stands at 1%
Pf Dd2 inh, CC(C)CNC(=O)CC(c1cccc(F)c1)c1cn(C)c2ccccc12 (configuration not stated) stands at -24%

The list goes on.
SMILES | Pf Dd2 inh
CN(C)c1ccc(C(=O)N[C@H]2CC(C)(C)[C@@H]3C[C@@](C)(O)CC[C@]23CCC(=O)NC2CC2)cc1 | i
O=C(NC[C@H]1O[C@H](Cc2cc(COc3ccccc3)on2)CC[C@@H]1O)c1ccc2c(c1)OCO2 | i
Cc1cnc(CC2CCN(S(=O)(=O)c3cn(C)cn3)C2)n1Cc1ccccc1 (configuration not stated) | -19%
CCOC(=O)COc1ccc(CC)cc1C(=O)c1ccn2nc(-c3ccc(Cl)cc3)cc2n1 | -17%
Cc1ncoc1C(=O)NCC1Cn2cccc2CN1Cc1ccccc1 (configuration not stated) | ?
COCCN1C(=O)c2cccn2CC1CNC(=O)c1ccccc1OC (configuration not stated) | -18%
COc1ccc(-c2nc(C3CC3)nc3c2CCN(CCC(C)C)CC3)cc1 | ?
CC(C)C[C@@H](NC(=O)C1=C[C@@H](NC(=O)Cc2cccs2)[C@@H](O)[C@H](O)C1)C(N)=O | -17%[44.1 µM]
CN(C)[C@@H]1CN(C(=O)c2cccs2)CC[C@@H]1CO | ?
Cc1ccc(NC(=O)/C(C#N)=C/c2ccccc2Cl)cc1C | 18%
COc1ccc(OC)c(CNC(=O)C2(C)CCCCC(=O)N2)c1 (configuration not stated) | ?
CN(C)[C@H]1CCCCN(CC2CCC(N)CC2)C1 (some centres not stated) | -3%
O=C1Cc2c(-c3ccccc3Oc3ccccc3)n[nH]c2CN1CCc1ccncc1 | ?
Cc1cc2nc(CCNC(=O)[C@H]3CCC[C@@H](O)C3)[nH]c2cc1C | -7%
COc1cccc(CC(=O)N2CCCC(CN3CCCC3)CC2)c1 (configuration not stated) | 1µM*
CC(=O)N1CCC(C(=O)N[C@H]2CCN3C(=O)N(c4cccc(C(F)(F)F)c4)C(=O)[C@@H]3C2)CC1 | 0%
COc1ccccc1CN(C)C1CCc2ccccc21 (configuration not stated) | ?
CC(C)n1cc2cc(C(=O)N3CCN(Cc4ccc5c(c4)OCO5)CC3)sc2c1 | ?
COc1ccc(NC(=O)CN2C(=O)COc3ccc(S(=O)(=O)N4CCCCC4)cc32)cc1OC | 5%
COc1cccc(CNC(=O)CCC2CCN(C(=O)c3ccccc3)CC2)c1 | -12%

Among those listed so far, these have a CF3 group:
SMILES | Pf Dd2 inh
CCN1c2cc(C(=O)NCc3ccccc3C(F)(F)F)ccc2C(=O)N2CCCCCC21 (configuration not stated) | ?
O=C(c1ccc(C(F)(F)F)cc1)N1CCC2(CC1)CC(c1cccnc1)=NO2 | ?
CC(=O)N1CCC(C(=O)N[C@H]2CCN3C(=O)N(c4cccc(C(F)(F)F)c4)C(=O)[C@@H]3C2)CC1 | 0%

Later entries
SMILES | Pf Dd2 inh
COc1ccc(-c2noc(-c3ccc(N4CCN(C)CC4)c([N+](=O)[O-])c3)n2)cc1 | 37%[activator]
CCCc1nnc(NC(=O)c2nc(S(=O)(=O)Cc3ccc(C)cc3)ncc2Cl)s1 | 2%
COc1cc2c(cc1Oc1cccc(N(C)C)c1)NC(=O)C21CCN(C(=O)C2CCC2)CC1 | ?
CC[C@@]1(C(=O)O)C[C@H](C(=O)NCc2cccnc2)[C@H](c2ccc(F)cc2)N1C | -17%
COc1ccc(-c2nc3c(c(=O)[nH]2)CCN(C(=O)c2cc(Cl)ccc2OC)C3)cc1 | 10µM*
Cc1nn(C(C)C(=O)NC2CCC(C)CC2)c(=O)c2cc3sccc3n12 (configuration not stated) | -4%
COC[C@@H]1CN(Cc2cccc(OC)n2)C[C@H]1C(N)=O | -19%
COCC1CN(C)CC12CCN(C(=O)Cc1ccc(OC)cc1)CC2 (configuration not stated) | ?

Some of the compounds tested; rates above refer to the full screens.
